# p53 PUMA act = restores mutant p53 pathway signaling in SW480 cells | SW480 PUMA-promoter luciferase, p53 mutant reactivation | activation, % at 9.98 µM | actives 1.5% (n = 28,000); in the data active means activation above about 52%; inconclusive means no clear call, values can overlap the other calls
# STK33 inh = inhibitors of human STK33 kinase; Q9BYT3; ADP-Glo luminescence, MBP substrate; inhibition, % at 12.5 µM; actives 0.44% (n = 27,000); in the data active means inhibition above about 20%; inconclusive means no clear call, values can overlap the other calls
# Target sequence (Q9BYT3 whole entry, looked up): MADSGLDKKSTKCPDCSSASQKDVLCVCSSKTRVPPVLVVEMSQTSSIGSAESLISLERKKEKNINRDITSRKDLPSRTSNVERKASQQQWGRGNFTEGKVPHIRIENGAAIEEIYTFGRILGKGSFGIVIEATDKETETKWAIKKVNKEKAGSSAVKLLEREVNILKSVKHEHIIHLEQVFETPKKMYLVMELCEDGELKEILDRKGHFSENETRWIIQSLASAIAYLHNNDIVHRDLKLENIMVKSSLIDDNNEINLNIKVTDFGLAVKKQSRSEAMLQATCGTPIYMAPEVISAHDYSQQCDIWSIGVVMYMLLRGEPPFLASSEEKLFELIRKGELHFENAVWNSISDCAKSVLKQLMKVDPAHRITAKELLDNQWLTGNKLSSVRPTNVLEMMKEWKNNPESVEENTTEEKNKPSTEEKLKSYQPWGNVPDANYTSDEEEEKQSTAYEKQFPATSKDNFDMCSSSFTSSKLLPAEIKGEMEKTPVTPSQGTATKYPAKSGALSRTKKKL
# An asterisk follows results filed as active; ? = inconclusive; . = not tested or not shown. Not all compounds are listed. The share of hits here may be higher or lower than overall.
SMILES,p53 PUMA act,STK33 inh
C[C@@H]1CN([C@@H](C)CO)C(=O)Cc2cc(N(C)C)ccc2O[C@H]1CN(C)Cc1ccncc1,6,.
Cc1noc(C)c1NC(=O)Nc1ccc2c(c1)CC(=O)N([C@@H](C)CO)C[C@H](C)[C@H](CN(C)CC1CCCCC1)O2,.,3
Cc1cc(C)c(S(=O)(=O)NCC(=O)Nc2ccc(I)cc2)c(C)c1,3,-4
COc1ccc2c(c1)OCC(Cc1ccc(OC)c(O)c1)C2=O (configuration not stated),.,0
CN(C)/C=C(\C(=O)Nc1ccc(F)c(F)c1F)S(=O)(=O)c1ccccc1,-15,.
COc1ccc(S(=O)(=O)N(C)C[C@@H]2Oc3c(NC(=O)Nc4c(C)noc4C)cccc3C(=O)N([C@H](C)CO)C[C@H]2C)cc1,-4,.
O=[N+]([O-])c1cc(C(F)(F)F)ccc1Sc1nnc(CCCO)n1-c1ccccc1,7,0
COC(=O)CNc1nc(OC)nc(N(C)C)n1,-6,3
C[C@@H]1CN([C@H](C)CO)S(=O)(=O)c2ccc(C#CCC3CCCC3)cc2O[C@@H]1CN(C)C(=O)c1ccccn1,-53,.
Cc1cccc(N(CC(=O)Nc2ccccc2-c2ccccc2)S(C)(=O)=O)c1C,-1,-4
O=C(CSc1nnc(-c2ccco2)n1-c1ccccc1)N1CCOCC1,12,0
C[C@@H]1CCCCO[C@H](CN(C)S(=O)(=O)c2cn(C)cn2)[C@@H](C)CN([C@H](C)CO)C(=O)c2cc(NC(=O)Nc3ccc(C(F)(F)F)cc3)ccc2O1,.,-3
Cc1ccc([N+](=O)[O-])cc1NC(=O)C(C)NS(=O)(=O)c1ccc(F)cc1 (configuration not stated),-13,-2
COC1=CC(C)c2c(c(OC)c3occ(C)c3c2C)C1=O (configuration not stated),2,7
Cc1ccc(C(O)(COC(=O)C(C)C)COC(=O)C(C)C)c(O)c1,-3,-7
O=C(CSc1nc2ccccc2c(=O)n1Cc1ccco1)c1ccc(Br)cc1,7,0
COc1ccc(OC)c(NC(=O)CSc2nncc3ccccc23)c1,-10,-2
C[C@@H]1CCCCO[C@@H](CN(C)Cc2ccc(C(F)(F)F)cc2)[C@@H](C)CN([C@@H](C)CO)C(=O)c2cc(NS(C)(=O)=O)ccc2O1,7,.
Cc1ccc(OCC(=O)Nc2ccc3oc(-c4cccnc4)nc3c2)cc1C,?,1
CC(=O)c1ccc(OC(=O)C(Cc2ccccc2)N2C(=O)C3C4C=CC(C5CC45)C3C2=O)cc1 (configuration not stated),0,5
C=CCNC(=O)CSc1nnc(-c2ccc3nonc3c2)n1C,-11,.
CNC[C@@H]1OCCCC[C@H](C)Oc2ccc(NS(=O)(=O)c3cccs3)cc2C(=O)N([C@@H](C)CO)C[C@@H]1C,13,.
CC(=O)c1ccc(NC(=O)CSc2nnc(N)s2)cc1,17,-2
CC(C)NC(=O)N(C)C[C@@H]1Oc2ccc(NC(=O)NC3CCCCC3)cc2C(=O)N([C@H](C)CO)C[C@@H]1C,.,0
O=C(COc1ccc(Cl)cc1)Nc1ccc2nn(-c3ccc(F)cc3)nc2c1,41,4

# Looked up one by one from above (4):
SMILES,p53 PUMA act,STK33 inh
COc1ccc2c(c1)OCC(Cc1ccc(OC)c(O)c1)C2=O (configuration not stated),.,0
COC(=O)CNc1nc(OC)nc(N(C)C)n1,-6,3
Cc1ccc(OCC(=O)Nc2ccc3oc(-c4cccnc4)nc3c2)cc1C,?,1
CNC[C@@H]1OCCCC[C@H](C)Oc2ccc(NS(=O)(=O)c3cccs3)cc2C(=O)N([C@@H](C)CO)C[C@@H]1C,13,.

# Reformatted: 4 of the compounds above.
> COC1=CC(C)c2c(c(OC)c3occ(C)c3c2C)C1=O (configuration not stated)
  p53 PUMA act: 2; STK33 inh: 7
> Cc1ccc(C(O)(COC(=O)C(C)C)COC(=O)C(C)C)c(O)c1
  p53 PUMA act: -3; STK33 inh: -7
> O=C(CSc1nc2ccccc2c(=O)n1Cc1ccco1)c1ccc(Br)cc1
  p53 PUMA act: 7; STK33 inh: 0
> COc1ccc(OC)c(NC(=O)CSc2nncc3ccccc23)c1
  p53 PUMA act: -10; STK33 inh: -2

# The listing continues.
SMILES,p53 PUMA act,STK33 inh
C[C@@H]1CN([C@H](C)CO)C(=O)c2cc(NS(=O)(=O)c3ccccc3)ccc2O[C@@H](C)CCCCO[C@@H]1CN(C)C(=O)C1CCCCC1,-7,.
Cc1ccc(-n2nnnc2SCC(=O)c2ccc(O)c(O)c2)cc1,-37,2
C[C@@H]1CN([C@@H](C)CO)C(=O)c2cc(NC(=O)C3CC3)ccc2O[C@@H]1CN(C)Cc1ccncc1,2,5
C[C@@H]1CN([C@H](C)CO)C(=O)Cc2cc(NC(=O)Cc3ccccc3)ccc2O[C@@H]1CN(C)Cc1ccc(-c2ccccc2)cc1,.,5
C[C@@H]1CN([C@@H](C)CO)C(=O)CCCn2nncc2CO[C@H]1CN(C)C(=O)C1CCCCC1,.,8
CC1=C(/C=C/C(C)=C\C=C\C(C)=C\C(=O)Nc2ccc(O)cc2)C(C)(C)CCC1,-58,.
O=C1CC(Cc2ccc(Cl)cc2)C(=O)N1c1ccccn1 (configuration not stated),6,.
Cc1cccc(C(=O)Nc2cc(C)ccc2NC(=O)COc2ccccc2)c1,-8,-2
Cc1noc(C)c1NC(=O)N(C)C[C@@H]1Oc2c(NC(=O)C3CCOCC3)cccc2C(=O)N([C@H](C)CO)C[C@@H]1C,11,.
Cc1cc(C(=O)Nc2cccc3c2O[C@@H](CN(C)Cc2ccc(C(F)(F)F)cc2)[C@H](C)CN([C@@H](C)CO)C3=O)n(C)n1,-10,.
C[C@H](CO)N1C[C@H](C)[C@@H](CN(C)C(=O)Nc2ccc(F)cc2)Oc2ccc(NS(=O)(=O)c3cccs3)cc2C1=O,3,.
C[C@@H]1CN([C@@H](C)CO)C(=O)c2cc(-c3cccnc3)cnc2O[C@@H]1CN(C)C(=O)C1CCC1,7,.
C[C@@H]1CN([C@H](C)CO)C(=O)Cc2cc(NS(=O)(=O)c3ccccc3)ccc2O[C@H]1CN(C)Cc1ccc2c(c1)OCO2,2,-5
C[C@H]1CN([C@@H](C)CO)C(=O)c2cc(NC(=O)Nc3ccc(F)cc3)ccc2O[C@@H]1CN(C)S(=O)(=O)c1cn(C)cn1,3,.
C[C@H](CO)N1C[C@H](C)[C@H](CN(C)S(=O)(=O)c2cn(C)cn2)OCCCC[C@H](C)Oc2ccc(N(C)C)cc2C1=O,0,.
COc1ccc(NC(=O)c2cc(-c3ccccn3)nc3c(C)cc(C)cc23)c([N+](=O)[O-])c1,-59,0
Cc1noc(C)c1S(=O)(=O)N(C)C[C@@H]1OCCCC[C@H](C)Oc2ccc(NC(=O)C3CCCCC3)cc2C(=O)N([C@@H](C)CO)C[C@@H]1C,-15,.
C[C@H]1CN([C@@H](C)CO)C(=O)CCCn2cc(nn2)CO[C@H]1CN(C)C(=O)OCc1ccccc1,6,-5
C[C@H]1CN([C@@H](C)CO)S(=O)(=O)c2ccc(-c3cncnc3)cc2O[C@H]1CN(C)C(=O)Cc1ccncc1,19,.
Cc1sc2ncnc(SCC(=O)c3ccc(Cl)c(Cl)c3)c2c1C,-3,2
COc1cc(NC(=O)CCC(=O)O)ccc1NC(C)=O,5,1
Cc1ccc(S(=O)(=O)N(C)C[C@H]2OCc3cn(nn3)CCCC(=O)N([C@H](C)CO)C[C@@H]2C)cc1,.,-3
C[C@H](CO)N1C[C@H](C)[C@H](CN(C)C(=O)NC2CCCCC2)Oc2ccc(NC(=O)c3ccncc3)cc2C1=O,3,0
Nc1cc(N)nc(SCC(=O)Nc2ccc3ccccc3c2)n1,-4,-2
C[C@@H]1CN([C@H](C)CO)C(=O)c2cccc(NC(=O)Nc3cccc4ccccc34)c2O[C@H]1CN(C)S(=O)(=O)c1ccc(Cl)cc1,-5,.

# Three entries from above, with two lines to a compound.
# Values run as follows: p53 PUMA act | STK33 inh
COc1ccc2c(c1)OCC(Cc1ccc(OC)c(O)c1)C2=O (configuration not stated)
    . | 0
C[C@@H]1CN([C@H](C)CO)S(=O)(=O)c2ccc(C#CCC3CCCC3)cc2O[C@@H]1CN(C)C(=O)c1ccccn1
    -53 | .
O=C(COc1ccc(Cl)cc1)Nc1ccc2nn(-c3ccc(F)cc3)nc2c1
    41 | 4

# Other records
SMILES,p53 PUMA act,STK33 inh
COc1cc2nccc(Oc3ccc(NC(=O)Nc4ccc(F)cc4F)c(F)c3)c2cc1OC,-62,.
C[C@@H]1CCCCO[C@@H](CN(C)S(=O)(=O)c2ccc(F)cc2)[C@@H](C)CN([C@@H](C)CO)C(=O)c2cc(NC(=O)c3ccncc3)ccc2O1,13,.
CCCCCCCC/C=C/CCCCCCCC(=O)NCCc1ccc(O)c(O)c1,-60,.
COC(=O)C1=C(C)NC(=O)NC1c1ccccc1OCC(=O)Nc1ccc(C)cc1 (configuration not stated),7,-3
C[C@H](CO)N1C[C@H](C)[C@H](CN(C)S(=O)(=O)c2cn(C)cn2)Oc2ccc(NC(=O)Cc3ccccc3)cc2CC1=O,-1,.
C[C@H]1CN([C@@H](C)CO)C(=O)CCCn2cc(nn2)CO[C@@H]1CN(C)C(=O)Nc1cccc(F)c1,.,-1
CCC(=O)N(C)C[C@H]1Oc2ncc(-c3ccccc3OC)cc2C(=O)N([C@@H](C)CO)C[C@@H]1C,12,.
C=CCn1c(NCc2cc(C)ccc2O)nc2ccccc21,.,1
C[C@H](CO)N1C[C@H](C)[C@H](CN(C)C(=O)c2cccnc2)Oc2cc(C#CC3CC3)ccc2S1(=O)=O,-6,.
C[C@@H]1CN([C@H](C)CO)C(=O)Cc2cc(NC(=O)Nc3ccc(F)cc3)ccc2O[C@@H]1CN(C)S(=O)(=O)c1ccc(Cl)cc1,-10,-5
C[C@@H]1CCCCO[C@@H](CN(C)S(=O)(=O)c2cn(C)cn2)[C@H](C)CN([C@H](C)CO)C(=O)c2cc(NC(=O)c3ccccc3)ccc2O1,6,.
CCC(C)(C)N=C(NC#N)Nc1cccnc1,6,.
C[C@@H]1CN([C@H](C)CO)C(=O)c2cc(NC(=O)C3CC3)ccc2O[C@H]1CN(C)Cc1ccncc1,3,.
C[C@@H]1CCCCO[C@@H](CN(C)C)[C@H](C)CN([C@H](C)CO)C(=O)c2cc(NC(=O)c3ccncc3)ccc2O1,1,.
C[C@@H]1CN([C@H](C)CO)C(=O)Cc2cc(NC(=O)NC3CCCCC3)ccc2O[C@@H]1CN(C)Cc1ccccc1,-1,.
COc1ccc(NC(=O)N(C)C[C@H]2Oc3ccc(NC(=O)Nc4ccc(C(F)(F)F)cc4)cc3CC(=O)N([C@@H](C)CO)C[C@H]2C)cc1,.,2
CCc1c(O)nc(SC(C)C(=O)Nc2cccc(Cl)c2)[nH]c1=O (configuration not stated),-3,1
CCOC(=O)c1c(NC(=O)c2ccc(S(=O)(=O)N3CCOCC3)cc2)sc(C(C)=O)c1C,1,2
COc1ccc(S(=O)(=O)N(C)C[C@H]2Oc3ccc(NC(=O)Cc4ccccc4)cc3C(=O)N([C@H](C)CO)C[C@H]2C)cc1,-21,.
COC(=O)c1ccc(C(=O)OC)c(NC(=O)COc2ccc3oc4c(c3c2)CCCC4)c1,-4,-3
O=C(O)c1c(O)cc(OC2OC(CO)C(O)C(O)C2O)cc1/C=C/c1ccccc1 (configuration not stated),6,3
CSc1ccccc1NC(=O)Cn1ccc([N+](=O)[O-])n1,16,-1
